# Assay outcomes from PubChem.
# POLH inh = DNA polymerase eta (human) inhibition. Q9Y253. recombinant Pol eta, fluorescent DNA replication assay. Potency, µM (doses to about 114 µM), inactives show at the top dose activity change, negative = inhibition, usual class: inhibitors. 1.2% of 390,000 active. AID 588591; note: potency is the fitted concentration of half-maximal effect; % is set by controls: 0 for no effect and ±100 for the full control effect
#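 Pol eta at 10 nM preincubated with compounds 15 min at room temperature; reaction started with fluorescent substrate (50 nM final) and read kinetically at 0 and 10 min.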
# RGS4 inh = inhibitors of human regulator of G protein signaling 4. Transcreener GDP fluorescence polarization, RGS4-accelerated GTP hydrolysis. Potency, µM (top dose mostly 114 µM), for inactives: top-dose activity change, negative = inhibition, most hits filed as inhibitors. P49798. 0.039% of 390,000 active; note: potency is the fitted concentration of half-maximal effect; % is set by controls: 0 for no effect and ±100 for the full control effect; nearly all actives have a fitted effect of over 75% in size; some results filed as inactive show a strong effect at the top dose
#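 MLSMR compounds (23 nl, pin-transferred) preincubated 10 min at room temperature with a 500nM (2x) first reagent, then RGS4 at 900nM (2x) plus Transcreener GDP mix added; fluorescence polarization (620/688 nm) read before and after 90 min at 30 °C.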
# Apoferritin bind = binds horse apoferritin like a general anesthetic. P02791. apoferritin/1-aminoanthracene competitive binding, fluorescence. Potency, µM (doses to about 77.5 µM), inactives show top-dose activity change, negative = displacement, usual class: inhibitors. 0.074% of 350,000 active; note: potency is the fitted concentration of half-maximal effect; % is set by controls: 0 for no effect and ±100 for the full control effect; nearly all actives have a fitted effect of over 20% in size
# Target sequence (P02791 2-175 limits assumed): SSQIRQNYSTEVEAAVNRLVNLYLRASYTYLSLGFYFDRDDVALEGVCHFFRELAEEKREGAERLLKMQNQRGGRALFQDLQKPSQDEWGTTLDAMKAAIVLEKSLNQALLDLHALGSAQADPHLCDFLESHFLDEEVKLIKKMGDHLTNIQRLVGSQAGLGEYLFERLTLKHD
#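 Concentration-response curves derived by four-parameter Hill fitting of normalized fluorescence, where compounds displaced 1-AMA from 10 uM horse apoferritin following a brief 10 min room-temperature incubation; propofol titration acted as positive control.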
# 12-LOX inh = inhibitors of human 12S-lipoxygenase ALOX12 | P18054 | purified 12hLO, xylenol orange hydroperoxide absorbance | Potency, µM (series often up to 108 µM), for the others: at the top dose activity change, negative = inhibition, hits mostly inhibitors | 1.1% of 580,000 active | AID 1671190; note: potency is the fitted concentration of half-maximal effect; % is set by controls: 0 for no effect and ±100 for the full control effect
#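 Purified human 12hLO at 150 nM in 25 mM Hepes, 0.01% Triton X-100, pH 7.0, preincubated 15 min at room temperature with compound. Reaction started with 40 uM arachidonic acid, 30 min at room temperature. Hydroperoxide measured by Fe-xylenol orange, 573/405 nm absorbance ratio.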
# ERG Ets-DNA blk = inhibitors of human ERG Ets domain-DNA interaction; P11308; fluorescence polarization, His-ERG Ets domain / labelled DNA; Potency, µM (highest dose often 76.9 µM), without a hit: at the top dose FP activity, negative = inhibition, most hits filed as inhibitors; 0.028% of 370,000 active; AID 624246; active = well fitted inhibition curve with a large enough effect in the polarisation, with a control signal flat; inconclusive = small, poorly fitted or top-dose-only effect, or effect the other way, or a change in a side signal; inactive = no such curve, though single readings can be large or run the other way; the % refers to the polarisation;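 note: polarization taken with two DNA probes labelled with fluorescein and Texas red; potency is the fitted concentration of half-maximal effect; % of control where 0% means no effect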
#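 His-tagged ERG Ets domain (1 uM in the protein solution; 300mM KCl, 50mM Tris-HCl, 1mM EDTA, 1mM DTT, pH 7.5) received compound, then a probe mix of 5 nM fluorescein-DNA and 100nM Texas-615-DNA. Fluorescence polarization was read for both dyes.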
# LDHA inh = LDHA (human) enzyme inhibition. P00338. purified LDHA, NADH/diaphorase-resazurin fluorescence; stronger effect = lower value. activity change, % (values are at about 110 or 230 µM). 0.15% of 480,000 active; in the data active = activity change below about -30%; inconclusive = mostly about -25% to -30%;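 note: plate controls were DMSO wells for no effect and wells without enzyme for full effect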
#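 Human LDH5 at 2 nM final in Tris HCl pH 7.4 with 0.06 mM NADH and 0.2 mM pyruvate, reacted 5 minutes at room temperature. Remaining NADH coupled via diaphorase/resazurin; resorufin fluorescence read at 0 and 20 minutes, normalized to enzyme-free and DMSO wells.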
# Pol kappa inh = inhibitors of human DNA polymerase kappa; Q9UBT6; Potency, µM (highest dose often 107 µM), without a hit: at the highest dose activity, negative = inhibition, hits mostly inhibitors; 0.53% of 400,000 active; purified Pol kappa, fluorescent DNA synthesis assay, 10 min; note: potency is the fitted concentration of half-maximal effect; % is set by controls: 0 for no effect and ±100 for the full control effect
# Target sequence (Q9UBT6 whole entry, looked up): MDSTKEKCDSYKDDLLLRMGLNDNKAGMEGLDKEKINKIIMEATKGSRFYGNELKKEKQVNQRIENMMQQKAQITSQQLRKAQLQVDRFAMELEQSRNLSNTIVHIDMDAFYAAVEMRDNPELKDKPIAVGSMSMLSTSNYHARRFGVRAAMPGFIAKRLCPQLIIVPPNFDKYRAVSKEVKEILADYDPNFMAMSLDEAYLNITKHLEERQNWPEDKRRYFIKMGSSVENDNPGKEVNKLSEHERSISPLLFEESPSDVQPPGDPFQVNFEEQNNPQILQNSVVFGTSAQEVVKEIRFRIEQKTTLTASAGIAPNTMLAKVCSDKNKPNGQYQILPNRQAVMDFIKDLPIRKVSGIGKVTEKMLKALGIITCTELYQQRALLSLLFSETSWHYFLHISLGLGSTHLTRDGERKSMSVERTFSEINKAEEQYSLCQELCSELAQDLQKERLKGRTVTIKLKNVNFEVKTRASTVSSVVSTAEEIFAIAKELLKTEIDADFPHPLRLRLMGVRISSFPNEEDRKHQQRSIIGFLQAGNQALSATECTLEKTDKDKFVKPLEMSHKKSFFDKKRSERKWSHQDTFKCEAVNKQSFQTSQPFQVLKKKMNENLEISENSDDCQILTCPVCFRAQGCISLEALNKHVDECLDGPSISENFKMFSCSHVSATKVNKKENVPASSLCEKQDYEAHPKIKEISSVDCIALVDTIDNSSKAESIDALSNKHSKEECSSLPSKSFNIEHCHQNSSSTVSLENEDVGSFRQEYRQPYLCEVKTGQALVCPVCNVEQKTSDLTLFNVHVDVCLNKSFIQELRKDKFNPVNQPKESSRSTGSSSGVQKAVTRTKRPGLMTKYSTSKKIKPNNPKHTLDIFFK
#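 Readout: fluorescence, taken kinetically at 0 and 10 min. Conditions: 10 nM Pol kappa, 15 min RT compound preincubation, 50 nM substrate final. Controls: enzyme-free buffer wells.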
# APEX1 inh = blocks human APE1 abasic DNA cleavage | P27695 | recombinant APE1, TAMRA/BHQ-2 abasic DNA cleavage fluorescence | Potency, µM (highest dose often 65.8 µM), for inactives: at the highest dose activity change, negative = inhibition, hits mostly inhibitors | 0.35% of 350,000 active;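 note: potency is the fitted concentration of half-maximal effect; plate controls were vehicle for no effect and reference inhibitor for full effect; nearly all actives have a fitted effect of over 55% in size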
#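 Enzyme (0.75 nM final) and test compound are incubated 15 min at room temperature before adding 50 nM quenched THF abasic-site duplex. Cleavage dequenches TAMRA, followed at 525/598 nm over three reads one minute apart.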
# POLB inh = DNA polymerase beta (human) inhibition; P06746; Pol beta primer extension/strand displacement, fluorescence kinetic; Potency, µM (series often up to 114 µM), without a hit: at the top dose activity change, negative = inhibition, actives largely listed as inhibitors; 1.3% of 340,000 active; AID 485314; note: potency is the fitted concentration of half-maximal effect; % is set by controls: 0 for no effect and ±100 for the full control effect
#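 Pol beta (10 nM) and compounds were preincubated 15 min at room temperature, then 50 nM substrate (final) started primer extension/strand displacement. Reads were taken at 0 and 10 min; concentration-response data were fitted to a four-parameter Hill equation.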
# * marks the source's active call; other numbers are inactive results; ? = inconclusive; . = no result given; & = joins results of further samples; [ ] = remark or other dose. Unless noted, calls come from the whole dose curve; as a rule, active = well fitted curve in the direction sought with a large enough effect; inconclusive = small, poorly fitted or top-dose-only effect, or another doubt; inactive = no such curve, though single readings can be large; an effect the other way counts as inactive or inconclusive. Some of the compounds tested (hit frequency here may not be typical).
SMILES,POLH inh,RGS4 inh,Apoferritin bind,12-LOX inh,ERG Ets-DNA blk,LDHA inh,Pol kappa inh,APEX1 inh,POLB inh
CC1C(=O)N2CCCc3cc(NS(C)(=O)=O)cc1c32 (centres undefined),-6.7%,-15.4%,-1.2%,9.6%,-2.2%,-7.2,0.0%,-10.8%,?
Cc1ccc2nc3c(cc(C#N)c(=O)n3-c3nccs3)c(=O)n2c1,?,-5.4%,276.1%[activator],-7.2%,-0.9%,3.5,-13.5%,6.4%,20.5%
CC(C)C(=O)Nc1nnc(SCc2cc(=O)n3ccccc3n2)s1,-5.4%,-12.9%,41.3%[activator],-19.9%,4.3%,5.4,-14.2%[60.1 µM],.,0.8%
Cc1cc(Cl)c(S(=O)(=O)NC2CCCCC2)cc1OCC(=O)Nc1nncs1,-13.1%,-28.0%,?,-25.9%,7.4%,-1.2,-1.0%,-6.5%,8.0%
COc1cc(C2C3=C(COC3=O)OC(C)(C)Oc3cc4c(cc32)OCO4)cc(OC)c1OC (centres undefined),-20.6%,-28.5%,.,?,6.0%,7.1,-1.5%,.,.
CCOc1ccc(C(F)(F)F)cc1NC(=O)COc1ccc(C(F)(F)F)cc1[N+](=O)[O-],7.7%,-6.1%,-1.2%,0.0%,1.6%,-3.0,-11.4%,-0.2%,1.3%
CCCCNC(=S)Nc1ccc2nc(N3CCN(CC)CC3)cc(C)c2c1,-9.0%,0.6%,3.0%,?,-1.9%,-5.3,-3.9%,1.4%,13.9%
CSCCC(NS(=O)(=O)c1ccc(Cl)cc1)C(=O)OCC(=O)N1CCCc2ccccc21 (centres undefined),-9.6%,-3.5%,-7.7%,-23.4%,-13.2%,-0.1,1.0%,-0.5%,-3.8%[57.1 µM]
Cc1ccc(CNC(=O)c2ccc(S(=O)(=O)N(C)C)cc2)n1C,-0.4%,0.3%,0.6%,-18.4%,1.9%,0.4,3.7%,4.8%,40.6%
Cc1c(S(=O)(=O)c2cccc(Cl)c2)nnn1-c1cccc(C(F)(F)F)c1,-18.2%,4.2%,2.2%,-14.5%,0.2%,1.4,-23.7%,.,1.1%
CCOC(=O)CC/C(=N\NC(N)=O)c1ccc(OC)c(Cl)c1,-5.1%,5.9%,.,6.9%,-15.2%,-12.6,-4.9%,-1.0%,.
COC(=O)C1=C(C)N(Cc2ccc(OC)cc2)C(=O)/C1=C\c1ccco1,-20.5%,?,-13.8%,?,10.6%,0.1,-11.4%,-0.5%,-24.7%
CCCn1c(NC(=O)c2cccc(C)c2C)nc2ccccc21,-21.5%,-8.6%,-18.4%,.,-6.5%,-1.7,-14.6%,-1.4%,14.6%
COc1ccc(C(=O)Cn2nc(CNc3ccc(Br)cc3)[n+]3c2CCCCC3)cc1,-14.7%,-9.0%,-11.2%,-8.2%,-7.8%,0.6,-1.5%,-2.9%,30.0%
Cc1cc(C(=O)COC(=O)c2ccc(N)c([N+](=O)[O-])c2)c(C)n1Cc1ccc2c(c1)OCO2,-19.9%,-25.1%[56.9 µM],-7.1%,-2.7%,7.2%,-4.8,-2.0%,-10.6%,-1.1%
COc1cc(O)oc1C=Nc1ccccc1,11.2%,-14.1%,-5.6%,0.0%,-2.6%,3.1,-5.6%,-1.5%,13.8%
CCC(=O)N1c2ccccc2CC1C(=O)NCCc1ccccc1C (centres undefined),-2.7%,12.4%,9.2%,-20.7%,0.0%,-8.6,-2.7%[60.1 µM],.,29.7%
COc1cc(CN2C(=O)C(NC(=O)c3ccco3)(C(F)(F)F)C3=C2CC(C)(C)CC3=O)cc(OC)c1 (centres undefined),-11.9%,-7.6%,-20.5%,0.0%,0.5%,0.3,-18.5%,-4.7%,40.7%
Cc1ccc(C[n+]2cccc(-c3ccccc3)c2)c(C)c1,-8.6%,-21.1%,-4.7%,-5.7%,-2.8%,-5.6,-6.3%,3.2%,-0.4%
CCCN(C(=O)Cn1cc(S(=O)(=O)N2CCN(c3ccccc3F)CC2)c2ccccc2c1=O)c1cccc(C)c1,-21.4%,1.4%,6.7%,0.0%,0.8%,3.3,0.0%,.,-1.2%
CCNS(=O)(=O)c1ccc(CCC(=O)NCc2ccccc2)cc1,-11.8%,-9.0%,-2.4%,5.2%,-3.7%,-6.3,-2.4%,8.4%,18.6%
CN(C)c1ccc(/C=N/N2CCN(c3ccccn3)CC2)cc1,4.8%,-6.4%,0.1%,8.4%,7.8%,0.2,16.9%,-1.9%,10.3%
NC(=O)c1ccc(NC(=O)c2cncn2-c2ccccc2)cc1,-6.2%,?,0.1%,?,4.1%,-4.7,-4.7%,74.5%[activator],25.1%
Cc1onc(-c2ccccc2)c1C(=O)OCc1nnc(-c2ccccc2)o1,-15.3%,-0.7%,.,-11.9%,10.0%,-1.3,-0.6%,25.7%,.
COc1ccccc1OCC(=O)NNC(=O)c1cnccn1,0.4%,-13.1%,-5.2%,5.1%,-4.4%,1.9,-0.9%,-3.0%,9.7%
COCCn1c(=NC(=O)c2ccc(S(=O)(=O)N3CCOCC3)cc2)sc2cc(S(N)(=O)=O)ccc21,-21.0%,-9.6%,7.3%,3.0%,17.9%,-0.5,-1.5%,14.5%,-13.5%
CC(C)CCN1CCC(CN2C(=O)C(=O)NC[C@@H]2Cc2ccccc2)CC1,-16.7%,7.3%,.,-9.5%,-8.4%,-6.7,4.9%,.,.
COc1ccc(-c2nc(-c3cccc(C)c3)nc(N3CCN(C)CC3)c2C#N)cc1,-8.5%,-10.9%,-9.9%,?,-7.4%,-6.2,-8.1%,-2.4%,24.0%
CN1CCN(CCCN(Cc2cccs2)C(=S)Nc2ccc(Cl)cc2)CC1,-21.9%,-11.6%,-10.1%,-7.6%,26.1%,-4.2,3.8%,0.1%,-19.2%
CCOc1ncccc1C(=O)OCC(=O)Nc1cc(S(=O)(=O)N2CCCCC2)ccc1Cl,-18.0%,-23.0%,.,9.6%,10.5%,0.2,-16.8%,.,.

# Three entries already listed, ordered by heavy-atom count, smallest number first.
SMILES,POLH inh,RGS4 inh,Apoferritin bind,12-LOX inh,ERG Ets-DNA blk,LDHA inh,Pol kappa inh,APEX1 inh,POLB inh
CCC(=O)N1c2ccccc2CC1C(=O)NCCc1ccccc1C (centres undefined),-2.7%,12.4%,9.2%,-20.7%,0.0%,-8.6,-2.7%[60.1 µM],.,29.7%
CN1CCN(CCCN(Cc2cccs2)C(=S)Nc2ccc(Cl)cc2)CC1,-21.9%,-11.6%,-10.1%,-7.6%,26.1%,-4.2,3.8%,0.1%,-19.2%
COCCn1c(=NC(=O)c2ccc(S(=O)(=O)N3CCOCC3)cc2)sc2cc(S(N)(=O)=O)ccc21,-21.0%,-9.6%,7.3%,3.0%,17.9%,-0.5,-1.5%,14.5%,-13.5%

# Nothing new here: 2 of the compounds above.
SMILES,POLH inh,RGS4 inh,Apoferritin bind,12-LOX inh,ERG Ets-DNA blk,LDHA inh,Pol kappa inh,APEX1 inh,POLB inh
CN(C)c1ccc(/C=N/N2CCN(c3ccccn3)CC2)cc1,4.8%,-6.4%,0.1%,8.4%,7.8%,0.2,16.9%,-1.9%,10.3%
NC(=O)c1ccc(NC(=O)c2cncn2-c2ccccc2)cc1,-6.2%,?,0.1%,?,4.1%,-4.7,-4.7%,74.5%[activator],25.1%

# Next records.
SMILES,POLH inh,RGS4 inh,Apoferritin bind,12-LOX inh,ERG Ets-DNA blk,LDHA inh,Pol kappa inh,APEX1 inh,POLB inh
COc1ccccc1NC(=O)CSc1nc2c(sc3ccccc32)c(=O)n1CCN(C)C,-17.9%,?,?,?,-4.3%,6.4&2.8,-1.0%,7.1%,0.3%
COc1ccc2c(c1)sc(=N)n2C,-18.4%,-23.2%,-6.9%,-27.2%,-9.7%,0.6,-11.3%,-4.7%,-8.5%
COc1ccc(C(=O)Nc2nc3ccc(S(C)(=O)=O)cc3s2)cc1OC,-24.8%,12.6%,0.2%,-8.5%,2.1%,-6.0,2.1%,7.1%,-18.2%
Cc1nn(CCC(=O)N2CCN(S(=O)(=O)c3ccc(Cl)cc3)CC2)c(C)c1C,-13.1%,-34.8%,2.4%,-4.5%,-0.3%,-5.8,-4.4%,-1.6%,14.8%
CNC(=O)CCCN1C(=O)c2ccccc2Sc2ncccc21,-14.3%,21.8%,-9.5%,-9.9%,-3.4%,-2.1,9.6%,0.4%,52.7%
COc1ccc(C(=O)Nc2cc(C)c3c(=O)oc4ccccc4c3n2)cc1,-7.0%,-7.6%,-10.0%,27.8%,4.4%,-1.3,6.7%,-1.9%,-13.6%
COc1cc(C2CC(=O)N3CN(Cc4ccccc4)CSC3=C2C#N)ccc1OCc1ccccc1 (centres undefined),-8.1%,?,?,14.1µM*,-18.0%,9.0,-28.4%,-4.8%,9.1%
CCN1CCN(CCCNC(=O)c2ccc3c(Cl)c4c(nc3c2)CCCC4)CC1,3.4%,25.9%,4.8%,-16.1%,-4.9%,0.8,-0.7%,13.2%,16.7%
CCC(C)n1c(SCC(=O)Nc2ccccc2C(F)(F)F)nc2ccsc2c1=O (centres undefined),-16.3%,-7.6%,-18.7%,0.7%,4.6%,0.2,-1.4%,-3.4%,-16.8%
O=C(CSc1ncnc2nc[nH]c12)Nc1nnc(SCc2ccc(Cl)c(Cl)c2)s1,?,-28.3%,?,-19.2%,7.3%,-10.0,-14.8%,?,39.8µM*
Cn1c(=O)oc2cc(S(=O)(=O)NCCN3CCN(c4ccccc4F)CC3)ccc21,-10.5%,-10.1%,-6.9%,2.2%,-2.8%,-4.6,-11.3%,?,-1.1%
